APOBEC3A inh = APOBEC3A ssDNA deaminase inhibitors, primary screen, selectivity assay for APOBEC3G inhibitor project, biochemical, FAM/TAMRA oligo cleavage fluorescence; actives 0.41% (n = 330,000); inhibition, % at 20 µM; DNA dC->dU-editing enzyme APOBEC-3A (Homo sapiens), P31941; AID 493011, 2011; recombinant A3A, FAM/TAMRA ssDNA deamination fluorescence;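 active = at least 40% inhibition at 20 µM here, with at most 30% in a related deaminase screen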;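 also: plate controls were A3A with DMSO for no effect and wells lacking A3A enzyme for full effect; some results filed as inactive read as strong as hits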
Target sequence (P31941 whole entry, looked up): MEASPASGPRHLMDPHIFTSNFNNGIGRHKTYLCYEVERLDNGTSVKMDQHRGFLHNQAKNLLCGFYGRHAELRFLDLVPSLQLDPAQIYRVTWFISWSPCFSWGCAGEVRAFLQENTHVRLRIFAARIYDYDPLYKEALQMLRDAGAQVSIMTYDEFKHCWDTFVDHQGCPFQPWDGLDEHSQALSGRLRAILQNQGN
mIAP inh = inhibitors of mouse IAP, primary screen, biochemical, luminescence, uHTS | purified mouse IAP, CDP-Star luminescence, 30 min | inhibition, % at 10 µM | actives 0.2% (n = 330,000) | AID 2806, 2010;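 active = inhibition of at least 40% at 10 µM in the primary screen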;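 also: plate controls were DMSO with enzyme for no effect and no enzyme wells for full effect; values of inactives mirror those of a sister screen read the other way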
MIN6 prolif = inducers of MIN6 beta-cell proliferation, primary screen, ATP luminescence, uHTS | MIN6 cells proliferation, ATPlite luminescence, 48 h; cells starved in 0.2% serum; 100% = growth in 10% serum | actives 0.29% (n = 330,000) | AID 2380, 2010 | proliferation, % at 10 µM;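 active = compounds whose signal lies at least 3.5 SD above the mean of all wells on their plate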;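 also: 0% = DMSO-treated cells in low-serum medium and 100% = 10% serum control; some compounds called inactive have numbers as strong as hits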
GRIN3A LBD mod = binders of NR3A ligand-binding domain, primary screen, biophysical, differential scanning fluorimetry, uHTS. Glutamate receptor ionotropic, NMDA 3A (GRIN3A) ligand-binding domain. NR3A LBD differential scanning fluorimetry, Tm shift; 0% = protein alone, 100% = glycine-bound protein. Tm shift relative to glycine control, % at 25 µM. actives 2.5% (n = 340,000). AID 1259313, 2017;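 active = melting temperature shift of at least 10% of the positive control shift, at one fixed dose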
hIAP act = human IAP activators, primary screen, biochemical, luminescence, uHTS. AID 2524, 2010. activation factor at 10 µM. Intestinal-type alkaline phosphatase (Homo sapiens), P09923. purified human IAP, CDP-Star luminescence, 30 min; stronger effect = higher value; 1 = vehicle-only enzyme, 0 = enzyme-free background. actives 0.16% (n = 330,000);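 active = activation factor of the enzyme at least 2-fold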; also: the source names both 10 and 20 µM as test concentration; values of inactives mirror those of a sister screen read the other way
Target sequence (P09923 whole entry, looked up): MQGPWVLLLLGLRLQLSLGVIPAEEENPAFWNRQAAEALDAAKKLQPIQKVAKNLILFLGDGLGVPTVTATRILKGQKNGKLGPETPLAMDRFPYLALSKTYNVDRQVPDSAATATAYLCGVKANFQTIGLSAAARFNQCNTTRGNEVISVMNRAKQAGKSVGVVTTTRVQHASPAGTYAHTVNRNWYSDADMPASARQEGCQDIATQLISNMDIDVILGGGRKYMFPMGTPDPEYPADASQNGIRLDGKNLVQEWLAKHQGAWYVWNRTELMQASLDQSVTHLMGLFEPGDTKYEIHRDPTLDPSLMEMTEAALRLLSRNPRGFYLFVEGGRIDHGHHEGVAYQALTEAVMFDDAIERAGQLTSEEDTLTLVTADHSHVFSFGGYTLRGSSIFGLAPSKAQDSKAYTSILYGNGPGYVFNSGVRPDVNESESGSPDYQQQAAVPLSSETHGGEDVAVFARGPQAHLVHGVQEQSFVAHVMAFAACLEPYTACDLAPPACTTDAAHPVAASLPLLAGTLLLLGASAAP
hIAP inh = human IAP inhibitors, primary screen, biochemical, luminescence, uHTS | Intestinal-type alkaline phosphatase (Homo sapiens), P09923 | inhibition, % at 10 µM | purified IAP, CDP-Star luminescence, 30 min | actives 0.12% (n = 330,000);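 active = inhibition reaching a set limit with compound at 10 µM in the primary screen, cut at about 35% in these data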;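 also: plate controls were DMSO wells with enzyme for no effect and no-enzyme buffer wells for full effect; values of inactives mirror those of a sister screen read the other way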
APOBEC3G inh = APOBEC3G DNA deaminase inhibitors, primary screen, biochemical, fluorescence, single-stranded DNA substrate, uHTS | DNA dC->dU-editing enzyme APOBEC-3G (Homo sapiens), Q9HC16 | recombinant A3G, ssDNA deamination FAM/TAMRA fluorescence | inhibition, % at 20 µM | actives 0.28% (n = 330,000) | AID 493012, 2011;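 active = inhibition of at least 40% at 20 µM, with no more than 30% in the related APOBEC3A deaminase screen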;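 also: plate controls were DMSO wells with A3G for no effect and wells lacking A3G enzyme for full effect; some compounds called inactive have numbers as strong as hits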
Target sequence (Q9HC16 whole entry, looked up): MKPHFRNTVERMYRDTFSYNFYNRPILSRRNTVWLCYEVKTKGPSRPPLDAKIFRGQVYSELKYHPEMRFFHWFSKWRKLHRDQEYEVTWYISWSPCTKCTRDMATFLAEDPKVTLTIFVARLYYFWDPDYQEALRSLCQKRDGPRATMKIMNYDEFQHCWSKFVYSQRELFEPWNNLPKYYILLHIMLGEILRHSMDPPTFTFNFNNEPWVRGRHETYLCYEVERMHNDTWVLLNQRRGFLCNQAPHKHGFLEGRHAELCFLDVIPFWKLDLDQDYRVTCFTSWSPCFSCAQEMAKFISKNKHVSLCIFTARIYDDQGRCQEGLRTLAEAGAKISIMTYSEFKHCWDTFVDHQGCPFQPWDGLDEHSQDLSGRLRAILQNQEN
mIAP act = activators of mouse IAP, primary screen, biochemical, luminescence, uHTS; muIAP, CDP-Star luminescence, 30 min; stronger effect = higher value; 1 = vehicle-only enzyme signal, 0 = enzyme-free wells; activation factor at 10 µM; actives 0.24% (n = 330,000);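 active = activation factor of at least 2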; also: the source names both 10 and 20 µM as test concentration; values of inactives mirror those of a sister screen read the other way
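Assay system: mouse IAP enzyme; reagent: chemiluminescent substrate CDP-Star; dosing: test compounds delivered from DMSO solution; schedule: 30 min at room temperature; measured by: luminescence from enzymatic CDP-Star hydrolysis; controls: DMSO-only wells and no-enzyme negative control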
MPTP inh = mitochondrial permeability transition pore inhibitors, primary screen, biochemical, isolated mouse mitochondria, absorbance; inhibition, % at 10 µM; actives 1.4% (n = 360,000); Ca2+ swelling absorbance, 30 min; AID 602449, 2012;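 active = inhibition of 50% or more, scaled per plate between neutral and stimulator controls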;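 also: 0% = DMSO wells given calcium and 100% = 1 mM EGTA wells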
Starred values were filed as active, the others as inactive; nt = no result given.

1) CN1CCN(NC(=O)Nc2cc(Cl)cc(Cl)c2)CC1
2) O=C(CSC1=NCCN1)C1COc2ccccc2O1 (stereo unspecified)
3) O=C(CN1CCOCC1)Nc1cccc(Br)c1
4) CN(C)CC(=O)c1c(N)n(Cc2ccccc2)c(=O)n(C)c1=O
5) CCC(C)C(Nc1ncnc2scc(-c3ccccc3)c12)C(=O)O (stereo unspecified)
6) CN(c1ccccc1)S(=O)(=O)c1ccc(NC(=O)COc2ccccc2)cc1

screen / no.,1,2,3,4,5,6
APOBEC3A inh,-1,-2,1,0,-1,5
mIAP inh,-143,12,10,0,-3,-20
MIN6 prolif,-7,-5,0,1,-2,-4
GRIN3A LBD mod,-1,0,2,1,0,-6
hIAP act,1.2,0.97,1.1,1,0.91,0.88
hIAP inh,-21,3,-12,0,9,12
APOBEC3G inh,-9,-2,-9,-9,-8,-3
mIAP act,2.4*,0.88,0.9,1,1,1.2
MPTP inh,90*,-2.1,-1.0,-1.4,1.5,-0.7

7) COc1ccccc1N1CCN(C(=O)c2ccc(-c3ccc(Cl)cc3)o2)CC1
8) COc1cccc(-n2nnc3c(=O)n(Cc4cccc(F)c4)cnc32)c1
9) CCn1c(NC2CCCCC2)nc2ccccc21
10) c1ccc(-c2noc(-c3ccccc3-c3ccccc3)n2)cc1
11) COc1nc(OC)nc(N2CCC(NC(=O)C(Cc3cccc(OC)c3OC)NC(C)=O)CC2)n1 (stereo unspecified)
12) O=C1Cc2ccccc2Sc2ccccc21

screen / no.,7,8,9,10,11,12
APOBEC3A inh,-1,-4,0,0,-3,-4
mIAP inh,-4,0,-1,-5,-3,11
MIN6 prolif,-8,-3,1,-3,0,0
GRIN3A LBD mod,4,-1,-1,13*,-1,-3
hIAP act,0.98,1,0.8,0.93,0.98,1.1
hIAP inh,2,-1,20,8,2,-7
APOBEC3G inh,-3,-5,0,-1,-7,-10
mIAP act,1,0.99,1,1.1,1,0.89
MPTP inh,-0.1,-0.4,-1.4,2.4,1.8,2.2

13) CCOc1ccc(NC(=O)Cc2ccc(NC3=NC4CS(=O)(=O)CC4S3)cc2)cc1 (stereo unspecified)
14) COc1ccc(OC)c(-c2c(=O)n(OCc3ccccc3Br)c3ccccc3[n+]2[O-])c1
15) COc1ccc(CCNC(=O)C2CC(=O)N(c3ccc(Br)cc3)C2)cc1OC (stereo unspecified)
16) COC(=O)c1[nH]c2ccc(C)cc2c1NC(=O)CN1CCN(C(=O)c2ccccc2)CC1
17) C/C(=N\NC(=O)c1cc(C)nc2ccccc12)c1ccncc1
18) CNc1cnn(-c2ccc(C)cc2)c(=O)c1Sc1ccc(C)cc1

screen / no.,13,14,15,16,17,18
APOBEC3A inh,-9,-5,0,0,0,-1
mIAP inh,-4,9,5,2,0,12
MIN6 prolif,-1,-2,-2,-1,-1,1
GRIN3A LBD mod,0,0,-1,-1,1,-1
hIAP act,0.94,1.1,1.1,1,1.2,0.88
hIAP inh,6,-9,-10,-3,-25,12
APOBEC3G inh,-8,-9,-5,-2,-3,-17
mIAP act,1,0.91,0.95,0.98,1,0.89
MPTP inh,-0.3,-3.3,0.9,-2.3,-0.8,-0.5

19) CC1(C)CC(C(=O)NCCC(c2ccccc2)c2ccco2)CCO1 (stereo unspecified)
20) O=C(CN(Cc1ccccc1)S(=O)(=O)c1ccc(F)cc1)NCc1ccncc1
21) COc1ccc(CNC(=O)CN2C(=O)C(C)N(c3ccc(C)cc3)C2=O)cc1 (stereo unspecified)
22) CC(C)Nc1nc(Cl)nc(NC2CCCCC2)n1
23) Nn1c(Cc2cccc3ccccc23)nnc1SC1CCOC1=O (stereo unspecified)
24) COc1cc(C(F)(F)F)nc(-c2ccccn2)n1

screen / no.,19,20,21,22,23,24
APOBEC3A inh,3,-3,1,-1,2,2
mIAP inh,-10,-1,6,-4,6,-1
MIN6 prolif,-3,-1,0,-2,-3,-3
GRIN3A LBD mod,2,0,-2,2,0,0
hIAP act,0.86,1,0.92,0.91,0.97,1
hIAP inh,14,0,8,10,3,-1
APOBEC3G inh,0,-7,0,3,-3,1
mIAP act,1.1,1,0.94,1,0.94,1
MPTP inh,0.7,1.6,-1.1,-1.0,0.1,-0.2

25) COC(=O)c1sc(S(=O)(=O)N2CCC(C(=O)O)CC2)c(C(=O)OC)c1C
26) O=C(NCCc1ccc(F)cc1)c1cc(=O)c2ccccc2o1
27) C[C@@H](C(=O)Nc1nc2ccccc2s1)N1C(=O)C2CC=CCC2C1=O (stereo partly specified)
28) CCN(CC(=O)Nc1ccc(NC(C)=O)cc1)C(=O)/C=C/c1ccco1
29) O=C(N[C@@H]1CCC(=O)N(CC[C@H](Oc2ccccc2)c2ccccc2)CC1)OCc1ccccc1
30) CN(C)CCCN(C(=O)c1cccs1)c1nc(-c2ccccc2)cs1

screen / no.,25,26,27,28,29,30
APOBEC3A inh,-3,3,1,7,-3,1
mIAP inh,0,2,-6,5,-5,-4
MIN6 prolif,1,-2,1,1,-3,-4
GRIN3A LBD mod,0,1,0,0,-2,-2
hIAP act,0.92,0.92,1.1,0.91,1,0.94
hIAP inh,8,8,-6,9,-4,6
APOBEC3G inh,-6,-11,-14,-6,-8,-1
mIAP act,1,0.98,1.1,0.95,1,1
MPTP inh,0.7,2.2,0.6,-0.6,-1.0,-2.7

Entries 24 through 27, quoted:
24) COc1cc(C(F)(F)F)nc(-c2ccccn2)n1
25) COC(=O)c1sc(S(=O)(=O)N2CCC(C(=O)O)CC2)c(C(=O)OC)c1C
26) O=C(NCCc1ccc(F)cc1)c1cc(=O)c2ccccc2o1
27) C[C@@H](C(=O)Nc1nc2ccccc2s1)N1C(=O)C2CC=CCC2C1=O (stereo partly specified)

screen / no.,24,25,26,27
APOBEC3A inh,2,-3,3,1
mIAP inh,-1,0,2,-6
MIN6 prolif,-3,1,-2,1
GRIN3A LBD mod,0,0,1,0
hIAP act,1,0.92,0.92,1.1
hIAP inh,-1,8,8,-6
APOBEC3G inh,1,-6,-11,-14
mIAP act,1,1,0.98,1.1
MPTP inh,-0.2,0.7,2.2,0.6

(list continues)
31) Cc1ccc(N2CC(C(=O)Nc3ccc(S(=O)(=O)N4CCCC4)cc3)CC2=O)cc1C (stereo unspecified)
32) O=[n+]1c2c(n([O-])c3c1CCCC3)CCCCC2
33) CN(C(=O)/C=C/c1ccc([N+](=O)[O-])s1)c1ccccc1
34) Cc1nn(-c2ccccc2)c(C)c1/C=N\NS(=O)(=O)c1ccc(Cl)cc1
35) CC1CCN(S(=O)(=O)c2cn(CC(=O)Nc3ccc(OC(F)(F)F)cc3)cn2)CC1
36) CCC1C(=O)C[C@H]2CCN3C(=O)CCCC1C23 (stereo partly specified)

screen / no.,31,32,33,34,35,36
APOBEC3A inh,-4,0,-3,-1,1,0
mIAP inh,-8,-9,-2,0,-10,3
MIN6 prolif,2,-1,-6,-2,2,nt
GRIN3A LBD mod,-13,1,1,-27,0,-1
hIAP act,0.92,1.1,0.9,0.95,1.2,nt
hIAP inh,8,-6,10,5,-23,nt
APOBEC3G inh,-9,-2,-16,-3,-7,3
mIAP act,1.1,1.1,1,1,1.1,0.97
MPTP inh,4.8,-2.2,-1.6,3.6,1.6,-0.4

37) Cn1c(N)c(C(=O)COC(=O)C2CC(O)CN2S(=O)(=O)c2ccc(Cl)cc2)c(=O)n(C)c1=O (stereo unspecified)
38) CCOC(=O)C1CCCN(S(=O)(=O)c2ccc3c4c(cccc24)C(=O)N3CC)C1 (stereo unspecified)
39) O=C(NCc1nc2ccccc2[nH]1)c1ccco1
40) Cc1ccc(N2C(=O)C3C(c4ccccc4)(C2=O)C3(c2ccccc2)c2ccccc2)cc1 (stereo unspecified)
41) C=C(C)CN1CCN(S(=O)(=O)c2ccc(C)c(N(C)S(=O)(=O)c3ccc(C)cc3)c2C)CC1
42) COc1ccc(N(C)S(=O)(=O)c2cccc(C(=O)NCC(c3cccs3)N(C)C)c2)cc1 (stereo unspecified)

screen / no.,37,38,39,40,41,42
APOBEC3A inh,2,-6,-3,1,0,4
mIAP inh,-6,-14,2,9,5,0
MIN6 prolif,1,-4,2,-3,-6,-1
GRIN3A LBD mod,0,-1,1,0,-1,-1
hIAP act,1.3,1.1,0.99,0.99,1.1,0.98
hIAP inh,-32,-6,1,1,-6,2
APOBEC3G inh,-7,-8,-5,1,-5,0
mIAP act,1.1,1.1,0.98,0.91,0.95,1
MPTP inh,1.2,1.3,-0.1,0.6,0.4,-0.2

43) COc1ccc(Cl)cc1NC(=O)NCc1cccnc1
44) O=C(OCC#CCSc1nnc(-c2ccccc2)o1)c1ccco1
45) CC1Cc2ccccc2N1C(=O)COC(=O)c1c2c(nc3ccccc13)CCCCC2 (stereo unspecified)
46) O=C(COC(=O)c1cnccn1)c1ccc(C2CCCCC2)cc1
47) Cc1cccc(-n2c(O)c(/C=N/NC(=O)c3ccccc3Cl)c3ccccc3c2=O)n1
48) CCCC(=O)NC(NC(=S)Nc1c(C)n(C)n(-c2ccccc2)c1=O)C(Cl)(Cl)Cl (stereo unspecified)

screen / no.,43,44,45,46,47,48
APOBEC3A inh,-2,-3,-1,-2,-2,-2
mIAP inh,-6,1,14,9,5,5
MIN6 prolif,3,-1,-3,-2,0,4
GRIN3A LBD mod,-1,-4,-9,1,-1,0
hIAP act,1.1,0.91,0.9,0.85,0.89,1
hIAP inh,-8,9,10,15,11,-2
APOBEC3G inh,-5,-1,-2,-6,-2,-3
mIAP act,1.1,0.99,0.86,0.91,0.95,0.95
MPTP inh,-0.7,2.4,-1.3,0.9,-0.9,-2.5

49) CC1CCCCN1C(=O)Cn1c(=O)n(-c2ccc(F)cc2)c(=O)c2sccc21 (stereo unspecified)
50) CCN1C(c2ccc(F)cc2)=CS/C1=C(\C#N)c1nnc2n1-c1ccccc1SC2
51) COc1ccc(F)cc1S(=O)(=O)NCCCn1ccnc1
52) CCOC(=O)c1ccc(NCc2nc3ccccc3n2C)cc1
53) Cc1ccnc(SCC(=O)c2ccc(Br)cc2)c1C#N
54) O=C(Cc1cccs1)Nc1nncs1
55) CN(CCC1CCCCO1)C(=O)CCc1nnc(Cc2c[nH]c3ccccc23)o1 (stereo unspecified)
56) O=C(CSc1ccccc1)Nc1ccc(N2CCOCC2)c(F)c1

screen / no.,49,50,51,52,53,54,55,56
APOBEC3A inh,-1,-3,-6,0,-3,1,-2,-4
mIAP inh,1,-8,-6,-2,18,-1,0,-5
MIN6 prolif,2,-4,-3,0,0,0,-2,-2
GRIN3A LBD mod,0,2,0,0,-5,-1,-1,-39
hIAP act,0.98,0.85,1.1,0.97,0.93,0.97,1.4,1.2
hIAP inh,2,15,-9,3,7,3,-42,-23
APOBEC3G inh,22,1,-3,-4,-10,-2,-9,-7
mIAP act,0.99,1.1,1.1,1,0.82,1,1,1
MPTP inh,1.1,0.2,0.1,-0.3,0.1,0.4,-1.1,-2.6
